# From PubChem
# M1 ag: agonists of human M1 muscarinic receptor. P11229. CHO-K1 hM1, Fluo-8 calcium fluorescence, agonist mode; 0% DMSO, 100% acetylcholine EC100. activation, % at 3 µM. 360,000 compounds, 0.33% hits. AID 588814;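 active = activation above the run's mean compound activation plus 3 SD, cut at about 16% in these data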;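 also: peak over basal fluorescence ratio within a 140 s kinetic read after compound addition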
# Target sequence (P11229 whole entry, looked up): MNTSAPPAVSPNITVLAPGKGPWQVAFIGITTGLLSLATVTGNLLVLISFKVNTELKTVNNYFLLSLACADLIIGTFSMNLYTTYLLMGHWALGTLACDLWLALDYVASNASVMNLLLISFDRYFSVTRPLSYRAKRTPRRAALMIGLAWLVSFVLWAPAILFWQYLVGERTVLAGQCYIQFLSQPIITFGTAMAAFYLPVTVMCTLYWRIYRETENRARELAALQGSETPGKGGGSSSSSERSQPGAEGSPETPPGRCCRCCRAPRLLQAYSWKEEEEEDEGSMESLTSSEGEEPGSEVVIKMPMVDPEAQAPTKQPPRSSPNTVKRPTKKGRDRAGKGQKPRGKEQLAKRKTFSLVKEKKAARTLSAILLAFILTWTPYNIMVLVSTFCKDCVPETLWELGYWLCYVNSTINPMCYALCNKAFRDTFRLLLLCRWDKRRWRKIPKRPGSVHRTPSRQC
# CHO-K1 Ca PAM: nonselective activator or artifact in parental CHO-K1 calcium assay; AID 602247; activation, % at 3 µM; 360,000 compounds, 0.02% hits; ATP EC20, Fluo-8 calcium fluorescence; 0% at ATP EC20, 100% at ATP max;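 active = activation above the run cutoff, the mean activation of all test compounds plus 3 SD, cut at about 40% in these data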;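 also: peak over basal fluorescence ratio in a 140 s read after ATP addition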
# TAAR1 antag: antagonists of human TAAR1 | Q96RJ0 | CHO RD-HGA16 TAAR1, Fluo-8 calcium fluorescence, antagonist | inhibition, % at 3 µM | 360,000 compounds, 1.5% hits | AID 624466;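 active = inhibition above a per-plate cutoff, the mean inhibition of test compounds on that plate plus 3 SD, cut at about 49% in these data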;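 also: 0% = DMSO plus EC80 beta-PEA response and 100% = DMSO alone without agonist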
# Target sequence (Q96RJ0 whole entry, looked up): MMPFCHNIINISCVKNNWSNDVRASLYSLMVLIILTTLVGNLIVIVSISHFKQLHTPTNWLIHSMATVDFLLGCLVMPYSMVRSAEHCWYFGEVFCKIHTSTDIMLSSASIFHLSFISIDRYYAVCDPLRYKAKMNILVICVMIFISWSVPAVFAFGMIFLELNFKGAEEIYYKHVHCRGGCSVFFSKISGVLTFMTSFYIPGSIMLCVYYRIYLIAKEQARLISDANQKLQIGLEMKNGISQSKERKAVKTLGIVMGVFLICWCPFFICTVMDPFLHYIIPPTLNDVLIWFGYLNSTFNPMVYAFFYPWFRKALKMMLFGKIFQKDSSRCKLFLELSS
#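 Assay system: CHO-derived RD-HGA16 cells stably expressing human TAAR1 plus Gα16. Timing: 140 s kinetic read after compound, 140 s after agonist. Technique: kinetic Fluo-8 calcium fluorescence measurement. Measure: % inhibition of agonist calcium response.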
# CHRM1 antagonist: human CHRM1 antagonism. inhibition, % at 3 µM. 360,000 compounds, 1.3% hits. CHO-K1 hM1, Fluo-8 calcium fluorescence, ACh EC80 antagonist. P11229;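 active = percent inhibition above its own plate's cutoff, namely the mean of that plate's compound wells plus 3 SD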;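 also: peak over basal fluorescence ratio during 140 s after agonist addition; 0% = ACh EC80 plus DMSO and 100% = DMSO alone without agonist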
# CHO-K1 Ca antag: M1 antagonist counterscreen hit in parental CHO-K1 cells | ATP-induced calcium, Fluo-8 fluorescence | inhibition, % at 3 µM | 360,000 compounds, 0.6% hits | AID 602250;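 active = inhibition above a per-plate cutoff, the plate's mean sample inhibition plus 3 SD, cut at about 24% in these data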;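 also: 0% = DMSO plus EC80 ATP and 100% = DMSO alone without ATP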
# CHO parental Ca: counter-screen for OX1R antagonists: effect in parental CHO cells. parental CHO-K1, ATP-induced calcium, Fluo-8 fluorescence. inhibition, % at 5.6 µM. 330,000 compounds, 0.63% hits. AID 463079;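 active = inhibition above that plate's mean sample inhibition plus 3 SD, cut at about 26% in these data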;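 also: 0% = ATP-challenged DMSO wells and 100% = DMSO wells without ATP; some compounds past the cut are filed as inactive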
#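 Material: parental CHO cells / Compound: single nominal dose of 5.6 µM per compound / Signal: Fluo-8 fluorescence / Replicates: singlicate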
# TAAR1 agonist: human TAAR1 agonism | Q96RJ0 | CHO RD-HGA16 TAAR1, Fluo-8 calcium fluorescence; vehicle wells 0%, saturating PEA agonist 100% | activation, % at 3 µM | 360,000 compounds, 0.99% hits;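 active = activation above the mean activation of all test compounds in the run plus 3 SD, cut at about 38% in these data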
#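 Repeats: no replicates (n 1) | Material: CHO-derived RD-HGA16 cells with stable Gα16 and human TAAR1 | Technique: Kinetic Fluo-8 calcium fluorescence | Schedule: 17-24 h seeding, 75 min 37 °C dye, 30 min RT | Evaluation: % activation from peak over basal fluorescence ratio, DMSO-to-PEA scaled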
# CHO-K1 Ca ag: counter-screen for M1 agonists: effect in parental CHO-K1 cells | Fluo-8 calcium fluorescence; scaled to maximal ATP response, vehicle zero | AID 602248 | activation, % at 3 µM | 360,000 compounds, 0.48% hits; in the data active = activation above about 15%;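 also: untransfected CHO-K1 host cells lacking M1 receptor as counterscreen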
# M1 PAM: positive allosteric modulators of human M1 muscarinic receptor | CHO-K1 hM1, Fluo-8 calcium fluorescence, ACh EC20; 0% = ACh EC20, 100% = maximal ACh | activation, % at 3 µM | 360,000 compounds, 0.088% hits | AID 588819; in the data active = activation above about 19%, passing the limit was not always enough
# Starred values were filed as active, the others as inactive; . = no result given.
SMILES,M1 ag,CHO-K1 Ca PAM,TAAR1 antag,CHRM1 antagonist,CHO-K1 Ca antag,CHO parental Ca,TAAR1 agonist,CHO-K1 Ca ag,M1 PAM
CCOc1ccc(C2C(C(=O)c3ccc(C)o3)=C(O)C(=O)N2CCCN(CC)CC)cc1 (stereo not drawn),-3,17,-17,-8,-15,10,0,1.1,8
C/C(=N/Nc1ccc(C)cc1)C1(C)N(O)C(C)(C)C(c2ccco2)=[N+]1[O-] (stereo not drawn),-8,20,-5,-4,-10,-8,3,2.4,9
CC(=O)N/C(=C/c1ccc(OS(=O)(=O)c2ccc(C)cc2)cc1)C(=O)Nc1ccc(C(=O)O)cc1,-2,-6,-17,0,1,1,-1,-0.6,3
Cc1ccc(CN2CCC(CNC(=O)Nc3ccccc3F)CC2)cc1,-8,2,-8,-1,2,-9,4,-0.3,2
COc1ccccc1C(=O)N/C(=C\c1ccc(Br)cc1)C(=O)NCCC(=O)O,-6,18,3,2,-5,-4,1,0.3,2
CC1=C(C(=O)OCc2ccccc2)C(c2ccccc2OS(=O)(=O)c2ccc([N+](=O)[O-])cc2)NC(=O)N1CCCC(=O)O (stereo not drawn),-1,-9,31,9,1,-18,1,0.1,1
COCCNc1cc(C)nc2cc(-c3ccc(C)cc3)nn12,-3,26,11,-10,-29,-16,-2,0.0,12
O=C(OCc1ccccc1)C1=NNC2C(=O)N(Cc3ccccc3)C(=O)C12 (stereo not drawn),-1,3,-5,-19,-16,1,5,1.1,7
O=C(CN(Cc1ccc(Cl)cc1)C(=O)CNS(=O)(=O)c1ccc(F)cc1)NCC1CCCO1 (stereo not drawn),-7,9,1,-7,-7,-12,-5,0.2,7
CCOC(=O)c1cc(CC)sc1NC(=O)COC(=O)c1cc[n+]([O-])cc1,-2,-14,-2,-1,-7,-16,-1,0.0,5
Cc1cc(=O)oc2cc(OCC(=O)OCC(=O)Nc3ccccc3F)ccc12,-2,-3,12,3,8,-2,9,9.4,-7
Cc1cc(OC(=O)c2ccco2)c(Sc2ccccc2[N+](=O)[O-])c(=O)o1,1,14,.,-5,6,.,.,-0.2,11
COc1ccc(CN2CCN(c3ccccc3OC)CC2)cc1OC,-9,-8,8,-2,-4,-7,4,0.0,0
CC(Oc1ccc(F)cc1)C(=O)Nc1ccccc1C(=O)N1CCCCC1 (stereo not drawn),-1,-6,6,-3,-2,-19,6,0.6,0
COCCNC(=O)C1CCCN(c2ncccn2)C1 (stereo not drawn),-4,16,-11,-12,-15,-5,7,0.9,9
C=CCOc1c(CNn2cn[nH]c2=S)cccc1OC,-2,-4,-21,-5,-8,5,-1,-0.2,3
Cc1ccccc1Nc1sc(C(=O)Nc2cccc(Cl)c2)c(N)c1C(N)=O,-4,20,11,-6,-14,.,-1,0.9,0
COc1ccc(OC)c(-n2nnnc2SCC(=O)NCc2ccc3c(c2)OCO3)c1,-12,-1,12,-4,-2,-25,1,0.8,1
COc1ccc(C(=O)C(Sc2nnc(C)c(=O)[nH]2)c2ccc(OC)cc2)cc1 (stereo not drawn),-2,20,-27,-14,-4,-7,-1,-0.3,5
O=C(CSc1nnc(Nc2ccccc2)s1)NCc1cccs1,-5,-11,-10,5,0,-11,1,-0.1,-3
Cc1ccc(S(=O)(=O)N2CCC(Oc3ccc(-n4cnnn4)cc3)CC2)cc1,-2,6,7,-5,-17,0,0,0.4,2
COc1ccc(CNc2oc(-c3ccccc3)nc2C#N)cc1,-3,7,-5,-1,10,-6,-1,0.2,5
COc1cccc(CNS(=O)(=O)c2ccc3c(c2)CC(C)N3C(=O)C2CCC2)c1 (stereo not drawn),2,16,-19,23,-4,24,2,14,-8
Cn1c(N)c(S(=O)(=O)N2CCN(c3ccccc3F)CC2)c(=O)n(C)c1=O,3,-21,-20,-10,11,-23,0,-0.6,12
O=C(CCCC(=O)N(CC(=O)NC1CCCCC1)c1ccccc1F)Nc1ccccn1,-4,18,-9,-14,-7,-22,-2,0.3,6
CC(=O)/C(N=Nc1ccc(SC(F)F)cc1)=C(\C)O,-5,-9,3,8,-4,-7,-1,0.8,4
Cc1ccc(C(=O)N/N=C\c2cc3c(cc2Br)OCO3)s1,-2,18,-10,-5,-4,-2,-2,0.2,4
C=CCn1c(SCC(=O)Nc2ccc(-c3nc4ccc(C)cc4s3)cc2)nnc1-c1ccncc1,-2,11,-20,-5,-3,-2,1,-0.3,11
Cc1ccc(S(=O)(=O)NCCc2ccc(S(N)(=O)=O)cc2)cc1,-4,14,15,10,-4,0,2,0.2,0
C=CCOc1c(Br)cc(/C=N/O)cc1OCC,-8,5,-5,-1,3,-15,1,-0.8,2
Cc1cc(Cl)c2oc(C(=O)N(C)C3CCOC3)c(C)c2c1 (stereo not drawn),1,-5,-31,1,-15,-10,3,0.1,11
COc1ccccc1-c1c(C)nn2c(N3CCC4(CC3)OCCO4)cc(C)nc12,-4,23,-4,-15,-11,-13,8,0.8,13
CC(C)(CO)NCC(O)Cn1cc(C=O)c2ccccc21 (stereo not drawn),-6,-7,-5,1,-2,0,1,-0.1,4
O=C(CSc1nc2nc3c(cc2c(=O)n1-c1ccccc1)CCCC3)Nc1cccc2ccccc12,-7,6,-13,-3,-1,-10,0,1.9,-3
CC1c2cc3c(cc2CCN1C(=O)c1ccc(C(F)(F)F)cc1)OCCCO3 (stereo not drawn),-5,-10,-17,34*,-18,-11,0,4.0,-23
C=C(C)CNC(=S)Nc1cccc2cnccc12,-2,21,10,-9,-11,7,1,2.3,2
CN(C)S(=O)(=O)c1ccc(C(=O)Nc2nc(-c3cc4ccccc4o3)cs2)cc1,1,2,33,24*,10,4,15,4.2,-12
CC1(C)CC(=O)c2c(nc(SCC(=O)Nc3nsc(-c4ccccc4)n3)c(C#N)c2-c2ccccc2)C1,-3,10,19,1,-2,4,3,0.3,-1
CN(CCc1ccccn1)S(=O)(=O)c1ccccc1F,-2,12,-11,-1,13,2,15,0.3,11
CCOc1cc(/C=C\c2nc(O)c([N+](=O)[O-])c(=O)[nH]2)ccc1OC(C)C,-4,7,0,-9,-9,-2,1,0.8,12
CCC(Oc1ccccc1)C(=O)NC1CCSC1=O (stereo not drawn),-3,-5,-18,4,-8,-5,1,0.2,-1
O=C1CC(C(=O)Nc2ccc(F)cc2)n2cnnc2N1 (stereo not drawn),2,-12,-21,18,-1,-6,3,0.1,-5
Cc1ccc(C(=O)OCC(=O)Nc2ccc(C)c(S(=O)(=O)N3CCCCC3)c2)o1,-1,11,5,-10,-5,.,3,5.5,7
NC(=O)c1ccccc1NC(=O)C1CCCO1 (stereo not drawn),-1,14,-1,-15,-10,-3,4,0.8,12
CCOC(=O)N1CCN(C(=O)c2cc(OC)cc(OC)c2)CC1,-2,17,13,-15,-23,-9,4,0.9,11
O=C1COc2ccc(C(=O)COC(=O)Cc3c(F)cccc3Cl)cc2N1,-2,1,11,21,6,.,6,2.9,-9
CCOC(=O)c1c(NC(=O)c2ccc(S(=O)(=O)N(C)CC3CCCO3)cc2)sc2c1CC(C)(C)NC2(C)C (stereo not drawn),-6,-10,-3,-2,-11,-16,-1,2.9,0
Cc1ccc(C)c(NC(=O)[C@@H]2CCCN2S(=O)(=O)c2ccccc2F)c1,-3,3,10,-4,-14,-10,5,0.4,5
O=C(OCc1ccc(Cl)cc1Cl)c1cccnc1Cl,-3,22,14,-2,-13,-8,10,1.0,4
O=C(c1cc(-c2cccnc2)nc2ccccc12)N1CCN(S(=O)(=O)c2cccs2)CC1,-3,3,51*,-4,-16,-22,17,6.0,0
COc1ccc(NS(=O)(=O)c2cc(NC(=O)/C=C/c3cc(OC)c(OC)c(OC)c3)ccc2N2CCCCC2)cc1,-3,22,2,11,-10,-6,1,1.2,-3
CCOC(=O)c1ccccc1C(=O)N1CCOCCOCCOCC1,-5,17,-25,-1,-1,-9,5,1.0,9
CC1CCC(NC(=O)CNC(=O)c2cccs2)CC1 (stereo not drawn),-4,0,-11,-9,-8,-12,3,0.5,-4
CCC1CCCCN1CCCn1c(=S)[nH]c2ccccc2c1=O (stereo not drawn),-5,11,-3,26,-14,-6,13,1.6,-15
CCCN1CCC(NCC(C)c2ccccc2)CC1 (stereo not drawn),-8,11,-1,-10,-9,-4,8,0.6,3
Cc1ccc(-n2c(O)c(C=NC3CCS(=O)(=O)C3)c3ccccc3c2=O)cc1 (stereo not drawn),-7,11,14,-5,-16,-2,7,-0.2,6
COc1ccccc1NS(=O)(=O)c1ccc(O)c(C(=O)OCC(=O)N2c3ccccc3CC2C)c1 (stereo not drawn),-3,10,0,-1,-11,-39,-2,0.8,2
Cc1ccc(CS(=O)(=O)Cc2ccc(C(=O)NC3CC3)o2)cc1,2,1,-20,7,-14,18,5,8.8,-10
CCOC(=O)Cc1csc(NC(=O)CSc2nnnn2-c2ccc(CC)cc2)n1,0,17,5,-3,-3,22,1,3.0,3
CCCn1c(N)c(N(CCOC)C(=O)Cc2ccc(S(=O)(=O)N3CCOCC3)s2)c(=O)[nH]c1=O,-3,-10,8,8,-5,-10,1,0.5,-2

# Remaining list, next part.
SMILES,M1 ag,CHO-K1 Ca PAM,TAAR1 antag,CHRM1 antagonist,CHO-K1 Ca antag,CHO parental Ca,TAAR1 agonist,CHO-K1 Ca ag,M1 PAM
CN(CCc1ccccn1)C(=O)c1cccnc1Oc1ccc(Cl)cc1,-3,-14,-29,5,6,-20,1,3.1,-1
Cc1n[nH]c(C)c1Sc1ccccc1N,-4,17,-8,-11,-5,-4,1,1.3,10
Cc1noc(C)c1S(=O)(=O)Nc1ccc(C(=O)O)cc1,-2,5,-4,-10,-11,-9,8,-0.1,6
O=C1c2ccccc2C(=O)N1CCc1nc(-c2ccc(Cl)cc2)no1,-2,19,63*,4,2,-5,19,3.8,-5
Cc1cc([N+](=O)[O-])ccc1NCc1ccccc1[N+](=O)[O-],-10,20,29,-5,-1,-5,-1,2.1,1
N#Cc1ccc(C(=O)Nc2ccc([N+](=O)[O-])cc2)c(F)c1,-4,18,-3,-4,-7,6,4,3.8,3
